Compound activity (PubChem BioAssay)
zfTRPN1 agonist = zebrafish TRPN1 channel agonists, primary screen, cell-based, HEK293, calcium fluorescence; HEK293 zebrafish TRPN1-YFP, Fluo-8 calcium fluorescence; 100% = response to 87 µM carbachol; activation, % at 3 µM; 0.18% of 220,000 active; transient receptor potential cation channel N1 (TRPN1/NompC), Danio rerio; AID 1424, 2008;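 active = activation above its plate's cutoff, the mean activation of test wells on that plate plus 3 SD, cut at about 19% in these data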;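 note: 0% = DMSO alone and 100% = 87 µM carbachol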
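Material – zebrafish TRPN1-YFP in HEK293 cells · Doses – 3 µM single point · Schedule – dye 1 h 37 °C plus 30 min RT · Signal – Fluo-8 calcium fluorescence, excitation 470-495 nm, emission 515-575 nm · Read-out – % activation versus carbachol response · Control set – carbachol high, DMSO low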
TNF death inh = inhibitors of TNF-alpha triggered necroptosis, primary screen, cell-based, Jurkat FADD-/-, single concentration; Jurkat FADD-/- TNF necroptosis rescue, ATP luminescence, 24 h; 0 = TNF only, 100 = no-TNF cells; activation (protection from cell death), % at 10 µM; 0.068% of 220,000 active; AID 463075, 2010;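 active = activation, meaning protection from cell death, of at least 50% relative to plate controls; inactive = activation below 50%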;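 note: necroptosis triggered by 40 ng/mL TNF-alpha added together with compound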
TRPML3 agonist = human TRPML3 channel agonists, primary screen, cell-based, HEK293 TRPML3-YFP, Fluo-8 calcium fluorescence, 3 µM. Mucolipin-3 (Homo sapiens), Q8TDD5. 100% = the carbachol control signal. activation, % at 3 µM. 0.29% of 220,000 active;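 active = activation above its plate's cutoff, the mean activation of the plate's test wells plus 3 SD, cut at about 12% in these data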;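 note: 0% = DMSO only wells and 100% = carbachol wells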
Target sequence (Q8TDD5 whole entry, looked up): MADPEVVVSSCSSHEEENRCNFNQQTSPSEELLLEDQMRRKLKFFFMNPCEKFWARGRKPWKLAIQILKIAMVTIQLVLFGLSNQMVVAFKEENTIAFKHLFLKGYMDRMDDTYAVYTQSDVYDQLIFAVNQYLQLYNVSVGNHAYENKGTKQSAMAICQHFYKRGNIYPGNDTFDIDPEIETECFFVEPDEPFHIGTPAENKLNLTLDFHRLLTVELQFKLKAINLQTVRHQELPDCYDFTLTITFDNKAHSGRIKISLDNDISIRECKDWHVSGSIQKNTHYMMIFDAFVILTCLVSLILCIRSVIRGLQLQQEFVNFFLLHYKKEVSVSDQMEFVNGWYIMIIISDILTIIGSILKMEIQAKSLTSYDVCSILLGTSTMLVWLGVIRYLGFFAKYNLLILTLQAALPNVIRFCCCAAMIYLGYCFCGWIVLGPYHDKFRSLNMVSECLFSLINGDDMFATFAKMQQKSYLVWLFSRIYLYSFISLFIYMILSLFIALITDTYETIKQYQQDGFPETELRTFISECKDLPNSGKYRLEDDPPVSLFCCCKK
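Test system: TRPML3-YFP stable HEK293 cells. Doses: single point at 3 µM. Incubation: dye loading 1 h 37 °C then 30 min ambient, 125 s read. Signal: Fluo-8 calcium dye fluorescence, ex 470-495, em 515-575 nm. Measure: percent activation from peak-to-basal fluorescence ratio, scaled between DMSO and carbachol.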
Wee1 stabilizer = Wee1 degradation inhibitors, primary screen, cell-based, HeLa, Wee1K328M-luciferase, luminescence; 1.2% of 220,000 active; Wee1-like protein kinase (Homo sapiens), P30291; HeLa Luc-Wee1K328M stability; 100% = proteasome inhibitor MG132 effect; reporter increase, % at 5 µM;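 active = activation above the mean of all tested compounds plus 3 SD, set per screening run, cut at about 8.8% in these data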;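 note: cells exposed to compound for 20 h before luminescence read; 0% = DMSO alone and 100% = MG132 at 30 µM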
CHOP inh = inhibitors of CHOP promoter induction, primary screen, cell-based, unfolded protein response, luciferase reporter | 3.8% of 220,000 active | AID 2732, 2010 | inhibition, % at 10 µM | CHO-K1 CHOP-promoter luciferase, tunicamycin-induced, 15-18 h;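 active = compounds that reduced the stress-induced luciferase reporter signal by more than about 70% of percent inhibition, limit read from the data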;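 note: 0% = tunicamycin plus vehicle and 100% = wells without tunicamycin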
BaF3 tox = parental Ba/F3 cell viability inhibition, counter-screen for JAK2V617F inhibitor project, murine pro-B, CellTiter-Glo luminescence | 1.1% of 220,000 active | inhibition, % at 5.6 µM | CellTiter-Glo ATP luminescence;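 active = inhibition above a per-campaign cutoff, the mean inhibition of all tested compounds plus 3 SD, cut at about 27% in these data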;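 note: 0% = DMSO wells and 100% = JAK Inhibitor I control wells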
PPC-1+TRAIL kill = compounds killing PPC-1 cancer cells with TRAIL present, primary screen, TRAIL potentiator project, ATPLite luminescence, uHTS; PPC-1 cells + TRAIL, ATPLite viability luminescence; cell killing (% activity), % at 4 µM; 0.41% of 220,000 active; AID 1443, 2008;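 active = cell killing above 50% in the first pass at 4 µM, then a duplicate retest at 5 µM averaging 50% or more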;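 note: plate controls were cells with TRAIL plus DMSO for no effect and medium-only wells lacking cells for full effect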
RBBP9 inhibitor = human RBBP9 inhibitors, primary screen, biochemical, fluorescence polarization, FP-Rh probe, HTS; AID 1515, 2009; inhibition, % at 7.94 µM; Serine hydrolase RBBP9 (Homo sapiens), O75884; 0.2% of 220,000 active; recombinant RBBP9;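 active = inhibition above the campaign mean of all tested compounds plus 3 SD, cut at about 14% in these data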;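 note: plate controls were DMSO wells with RBBP9 for no effect and wells lacking RBBP9 protein for full effect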
Target sequence (O75884 whole entry, looked up): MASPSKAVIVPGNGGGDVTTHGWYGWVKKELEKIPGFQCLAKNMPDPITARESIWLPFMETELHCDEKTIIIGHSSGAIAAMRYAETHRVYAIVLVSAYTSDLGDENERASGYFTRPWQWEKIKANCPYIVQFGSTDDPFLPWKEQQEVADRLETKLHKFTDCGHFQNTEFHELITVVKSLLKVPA
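System: RBBP9 protein / Quantity: 2.5 µM RBBP9 dispensing solution, before mixing / Also added: Serine-hydrolase probe FP-Rh, 375 nM pre-mixing / Dosing: 7.94 µM single dose, 0.794% DMSO / Timing: enzyme-compound preincubation 30 min, then probe labeling 45 min, 25 °C / Signal: FP readout at 525/598 nm / Controls: DMSO-treated enzyme wells and wells lacking RBBP9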
Ba/F3 V617F tox = reduced viability of JAK2V617F-dependent Ba/F3 cells, primary screen, JAK2V617F inhibitor project, cell-based, Ba/F3 EpoR-JAK2V617F, luminescence; 1.1% of 220,000 active; inhibition, % at 5.6 µM; ATP luminescence;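 active = inhibition above the campaign mean plus 3 SD over all tested compounds, cut at about 24% in these data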;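 note: cytokine-independent growth of Ba/F3 cells driven by EpoR plus mutant JAK2; 0% = DMSO-treated cells and 100% = JAK inhibitor I control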
An asterisk follows results filed as active; . = not tested or not shown; [ ] = remark or other dose.

mol	BaF3 tox	PPC-1+TRAIL kill	zfTRPN1 agonist	Ba/F3 V617F tox	CHOP inh	RBBP9 inhibitor	TRPML3 agonist	Wee1 stabilizer	TNF death inh
CCc1ccc2c(c1)cc(C)c1nnc(SCC(=O)Nc3cc(OC)c(OC)cc3C(=O)O)n12	0	-4	1.4	0	35	-1	0.8	0	1.0
Cc1cccc(NC(=O)c2ccc([N+](=O)[O-])o2)n1	-2	-18	-0.2	-5	-34	-3	0.3	0	-20
CC(=O)N=c1sc2c3ccccc3ccc2n1C	5	-1	-1.8	-1	4	4	0.1	-1	-0.8
COc1ccccc1N/N=C/c1ccc2c(c1)OCO2	3	1	0.7	1	35	3	0.8	3	-0.4
COCCNC(=O)CSc1nc2cc(OC)c(OC)cc2c(=O)n1Cc1ccc(OC)cc1	2	24	0.6	0	14	-5	0.1	4	-1.4
CCOC(=O)c1c(NC(=O)CSc2nnc(C)s2)sc2c1CCC(CC)C2 (stereo not given)	6	-4	-0.9	1	35	1	0.7	-1	2.1
CCc1nnc(NC(=O)Cn2c(=O)oc3ccccc32)s1	3	22	0.2	-4	-7	0	0.7	0	0.9
CCOCC(O)CS(=O)(=O)c1ccccn1 (stereo not given)	1	-5	0.8	-3	-9	-4	0.3	0	-0.2
CCOc1ccc(OCC)c(NC(=O)CSCCc2ccccn2)c1	4	6	-0.7	-2	10	0	-0.5	-1	1.6
Nn1c(SCC(=O)Nc2cccc(S(N)(=O)=O)c2)nnc1C1CC1	3	9	1.2	-2	-13	-2	1.0	-5	0.3
COc1ccccc1CN=C1NC(=O)C(CC(=O)Nc2ccc(C(C)=O)cc2)S1 (stereo not given)	5	12	-0.8	0	-5	-9	0.5	0	-1.4
CCc1cc2c(NC(C(=O)O)C(C)C)ncnc2s1 (stereo not given)	3	18	-0.3	1	21	-9	0.7	3	-0.1
CCCCC(=O)c1ccc(O)cc1O	-1	.	-0.7	-3	24	-2	-0.4	1	-2.2
CN(O)/C=N/C(=S)Nc1ccc(Cl)cc1Cl	10	13	-1.0	3	-18	-6	0.3	1	-2.2
COc1cccc(N/C(SCc2cccc([N+](=O)[O-])c2)=C(/C#N)C(N)=O)c1	-4	20	-0.8	-5	37	0	-1.8	-2	-1.2
O=C(Nc1ccccc1)c1ccc(NCc2ccco2)c(S(=O)(=O)N2CCOCC2)c1	5	-4	0.4	4	32	-10	0.4	1	-0.8
CN1CCN(NS(=O)(=O)c2ccc(Cl)s2)CC1	-2	2	-0.1	0	9	-7	1.2	0	1.1
O=C(O)CCC(NC(=O)OCc1ccccc1)C(=O)O (stereo not given)	1	1	-0.2	-3	-12	-7	0.8	-1	-3.2
CC1CSc2nc3sc4c(c3c(=O)n21)CCCC4 (stereo not given)	3	37	-0.8	-2	-11	1	0.6	0	-1.0
CC(C)(C)Cc1nnc(NC(=O)c2cc(-c3ccccc3)nc3ccccc23)s1	2	28	-0.4	-1	11	-2	-0.1	3	-0.6
COc1ccc(/C(C)=N/NC(=O)c2nc(C)cc(C)n2)cc1	0	8	-1.0	0	-21	-4	1.0	1	-1.0
CCOC(=O)c1cc(C#N)c(NCc2ccccc2)nc1C	9	2	-0.3	2	.	6	0.0	2	0.7
CC(C)=CCN1CCN(CCCn2cccn2)CC1CCO (stereo not given)	1	1	0.9	-3	17	0	0.3	-3	0.6
CCc1ccc(OCC(=O)O/N=C(\N)c2cccnc2)cc1	4	0	-0.2	-3	13	15*	-0.3	-4	1.9
O=C(CSc1ccc2ccccc2c1)NCCc1ccc(O)c(O)c1	8	9	1.4	52*	-113	1	0.8	-2	-10
CCc1ccccc1Nc1nc(N)nc(COC(=O)c2cccn2C)n1	2	13	-0.5	5	-13	-7	-0.1	4	-8.6
CCN1CCN(/C=N/c2nc(C)cs2)CC1	3	13	1.4	-3	-5	-6	0.6	0	0.3
COc1ccc(OC)c(C(=O)C2COC(=O)C2)c1 (stereo not given)	0	1	2.3	-2	11	-2	0.6	1	-1.2
COc1ccc(NC(=O)CSC2=NC(=O)CC(C)=N2)cc1	-2	26	0.5	-3	24	0	1.4	0	0.9
C=CCn1c(SCC(=O)N(CC)C2CCS(=O)(=O)C2)nc2ccccc2c1=O (stereo not given)	-5	8	1.6	-1	-6	3	0.3	-3	3.2
COCCN1C(=O)c2ccccc2C(C(=O)Nc2ccc3c(c2)OCCO3)C1c1ccc(F)cc1 (stereo not given)	7	14	-0.6	1	-5	-4	1.0	-4	-1.9
COc1ccc([N+](=O)[O-])cc1NC(C)C	2	10	-0.8	-5	38	2	0.6	4	0.5
CN1CC2(Cc3c1ccc1ccccc31)C(=O)OC(C)(C)OC2=O	5	17	1.8	0	4	-6	0.4	-4	-0.3
Cc1ccc(C)c(NC(=S)NCCN2CCOCC2)c1	3	.	0.1	-2	.	-3	0.8	-1	-3.4
O=C(c1ccccc1)N1CCN(S(=O)(=O)c2ccccc2)CC1	0	8	-0.8	-2	-13	-12	1.1	-2	0.8
COc1c(/C=N/NS(=O)(=O)c2ccc(C)cc2)c(CCN(C)C(C)=O)cc2c1OCO2	1	18	-0.4	5	3	-5	-0.3	2	2.3
Cc1cccc(NC(=O)Cn2nc(C(F)(F)F)cc2C2CC2)c1	2	27	-0.2	-2	-23	-1	0.7	-3	0.5
CCOc1ccc(C(O)c2nccn2Cc2ccccc2)cc1 (stereo not given)	10	1	-0.1	5	0	-4	-0.4	4	-0.3
COC(=O)C(Cc1ccc(O)cc1)NC(=O)c1ccccc1OC (stereo not given)	3	18	0.1	0	24	-9	0.6	-2	0.0
COc1ccc(CCN(C)C(=O)c2ccc(S(=O)(=O)NCc3ccco3)cc2)cc1OC	9	17	1.7	1	-4	-3	0.7	1	0.8
CCOC(=O)C(=CNc1cccc(C)n1)C(=O)OCC	3	-13	-2.1	9	28	-11	-1.4	-1	-4.6
COc1ccc(Cc2nnc(NC(=O)c3cccs3)s2)cc1	8	8	0.9	4	-2	-2	0.4	-1	0.0
CC(C)(C)C(=O)Nc1ccc(C(=O)N/N=C/c2ccccc2OC(=O)c2ccc(Cl)cc2)cc1	5	28	2.8	-1	44	-13	1.4	2	-5.7
O=C(c1ccccc1NS(=O)(=O)c1ccc(F)cc1)N1CCCC1	3	15	-1.0	-2	44	-3	0.4	5	-0.2
S=c1[nH]nc(-c2ccccn2)n1/N=C/c1ccc(-c2ccccc2Cl)o1	4	10	-0.9	2	20	-1	0.9	4	-1.3
O=[N+]([O-])c1cccc(/C=N/n2cnnc2)c1O	3	15	1.3	-3	23	-5	0.8	-3	0.6
COc1nc(-c2ccccc2)ncc1S(=O)(=O)c1ccccc1	8	3	0.4	2	14	0	0.8	2	0.8
CCN(CCCNC(=O)CSc1cc(=O)n(C)c2cc(Cl)ccc12)Cc1ccccc1	6	24	-0.9	0	10	-2	1.0	2	1.0
Cc1ccc(CC(=O)Nc2nncs2)cc1	6	7	-0.4	7	19	-4	-0.4	-1	1.5
O=c1ccccn1CCOc1ccccc1Cl	0	11	-1.2	0	10	-5	0.2	0	-0.1
O=C(CCCc1c[nH]c2ccccc12)NCc1ccc2c(c1)OCO2	4	0	-1.6	-1	9	-3	-0.1	1	1.1
CN=c1scc(-c2ccccc2F)n1/N=C/c1ccc(O)c(O)c1O	-6	47	-1.1	-3	7	33*	1.0	-2	-9.5
COC(=O)c1sccc1NC(=O)c1ccccc1[N+](=O)[O-]	6	17	-1.1	0	24	-9	-1.0	4	-1.7
CC(C)C(=O)Nc1cccc(NC(=O)c2cccc([N+](=O)[O-])c2)c1	5	2	1.3	6	0	3	0.4	-1	1.9
CCOC(=O)c1ccc2nc(CCC(=O)N[C@H](C(=O)OC)C(C)C)c(=O)n(CC)c2c1	2	10	-0.7	-1	41	-9	0.0	0	0.0
Cc1ccc(C(=O)OCC(=O)Nc2sc3c(c2C#N)CCC3)cc1	3	-24	1.0	-2	21	-3	1.0	2	4.1
C/C(=N\Nc1nc2ccccc2[nH]1)c1ccc(N2CCOCC2)cc1	8	71*[5 µM]	-1.2	10	-44	2	-0.1	8	9.2
